# APJ agonist: agonists of human apelin receptor APJ, primary screen, CHO-K1 cells, PathHunter beta-arrestin, luminescence; P35414; 0% DMSO wells, 100% apelin; activation, % at 20 µM; 330,000 compounds, 0.11% hits; AID 2520, 2010;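 active = activation more than six SD over the plate average, tested at 20 µM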;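 note: 0% = DMSO alone and 100% = apelin-13 at 10 nM; some results filed as inactive read as strong as hits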
# Target sequence (P35414 whole entry, looked up): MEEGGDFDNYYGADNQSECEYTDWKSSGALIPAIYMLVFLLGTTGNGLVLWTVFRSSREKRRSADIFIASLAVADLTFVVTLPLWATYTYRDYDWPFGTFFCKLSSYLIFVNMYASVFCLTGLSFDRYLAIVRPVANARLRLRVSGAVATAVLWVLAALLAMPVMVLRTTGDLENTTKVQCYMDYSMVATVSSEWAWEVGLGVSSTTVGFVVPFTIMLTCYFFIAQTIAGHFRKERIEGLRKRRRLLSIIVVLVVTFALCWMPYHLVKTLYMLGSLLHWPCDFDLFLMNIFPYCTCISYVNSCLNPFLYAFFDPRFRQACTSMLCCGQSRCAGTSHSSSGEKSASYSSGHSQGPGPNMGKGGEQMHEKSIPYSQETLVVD
#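 system = engineered CHO-K1 APJ arrestin reporter cells | input = 1000 cells per well | timing = overnight seeding, 90 min compound at 25 °C, 1 h detection | measured by = enzyme-fragment complementation luminescence | read-out = beta-arrestin recruitment to APJ as agonist activity, luminescent signal | control set = negative DMSO alone, positive Apelin-13 at 10 nM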
# tim23-1 inh: growth inhibitors of tim23-1 mutant yeast, primary screen, luminescence, uHTS; inhibition, % at 20 µM; S. cerevisiae tim23-1 growth, BacTiter-Glo luminescence, 24 h; 330,000 compounds, 1.3% hits; AID 463212, 2010;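 active = growth inhibition of the mutant yeast at or above 50%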;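 note: temperature-sensitive mutant grown at 25 °C; plate controls were DMSO-treated mutant yeast for no effect and medium wells lacking yeast for full effect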
# UPR CHOP act: activators of apoptotic CHOP UPR arm, primary screen, cell-based, CHO-CHOP luciferase reporter, luminescence, uHTS. UPR activation; percent of tunicamycin response over DMSO baseline. activation, % at 10 µM. 330,000 compounds, 0.34% hits. AID 449763, 2010;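 active = at 10 µM dose, activation of 40% or more, normalized to positive control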;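 note: 100% = tunicamycin at 10 µg/mL and 0% = DMSO alone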
#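 Assay system: CHO-CHOP cells, stable luciferase reporter of PERK-eIF2a-CHOP signalling / Buffer or medium: F12 plus 10% serum / Compound dosing: one dose, 10 µM in 0.5% DMSO / Times: 6 h compound treatment, 37 °C / Technique: luciferase luminescence / Read-out: % reporter activation, DMSO baseline versus tunicamycin full activation / Benchmarks: tunicamycin and DMSO controls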
# TIM10 inh: growth inhibitors of isogenic TIM10 control yeast, primary screen, counter-screen for tim10-1 yeast inhibitor project, luminescence, uHTS. 330,000 compounds, 1.4% hits. inhibition, % at 10 µM. S. cerevisiae TIM10 strain growth, BacTiter-Glo luminescence, 24 h;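 active = inhibition of 40% or more at the single tested concentration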;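 note: wild-type TIM10 isogenic control strain grown at permissive 25 °C; 0% = DMSO yeast wells and 100% = minimal medium wells without yeast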
# UPR XBP1 act: activators of adaptive XBP1 UPR arm, primary screen, cell-based, CHO-XBP1 luciferase reporter, luminescence, uHTS. IRE1-XBP1 UPR activation; percent of tunicamycin response, DMSO as zero. activation, % at 20 µM. 330,000 compounds, 0.33% hits;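 active = versus positive control, 20 µM dose yields 30% or more activation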;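 note: 100% = tunicamycin at 10 µg/mL and 0% = DMSO only wells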
#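 Material: IRE1-XBP1 luciferase reporter CHO line / Quantity: one thousand reporter cells per well / Buffer or medium: F12 with 10% serum / Compound: 20 µM single concentration, DMSO 1% / Times: 6 h treatment, 37 °C / Detection: Steady-Glo luciferase glow luminescence, 10 min after reagent addition / Benchmarks: tunicamycin high, DMSO low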
# Mdm2 MdmX PPI: inhibitors of human Mdm2-MdmX association, primary screen, cell-based, luminescence, split luciferase, SaOS-2, uHTS; inhibition, % at 8 µM; AID 485346, 2010; SaOS-2 split-luciferase Mdm2/MdmX complementation; 330,000 compounds, 3% hits; Protein Mdm4 (Homo sapiens) + E3 ubiquitin-protein ligase Mdm2 (Homo sapiens), …;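 active = inhibition of at least 50% at 8 µM in the primary screen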
# tim10-1 inh: growth inhibitors of tim10-1 mutant yeast, primary screen, luminescence, uHTS. S. cerevisiae tim10-1 ts strain growth, BacTiter-Glo, 24 h. inhibition, % at 20 µM. 330,000 compounds, 2.2% hits;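 active = inhibition of at least 40%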;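 note: mutant grown at 25 °C; 0% = DMSO wells with yeast and 100% = wells holding no yeast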
# NLRP3 yeast inh: NALP3 inflammasome inhibitors in reconstituted yeast, primary screen, luminescence, uHTS; Yeast reconstituted NLRP3/ASC/caspase-1, beta-gal luminescence, 24 h; inhibition, % at 10 µM; 330,000 compounds, 0.39% hits;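 active = inhibition of 50% or more; inactive = inhibition below 50%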;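 note: plate controls were induced DMSO wells for no effect and uninduced yeast grown without galactose for full effect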
# GRIN3A LBD mod: binders of NR3A ligand-binding domain, primary screen, biophysical, differential scanning fluorimetry, uHTS; Glutamate receptor ionotropic, NMDA 3A (GRIN3A) ligand-binding domain; NR3A LBD differential scanning fluorimetry, Tm shift; 0% = protein alone, 100% = glycine-bound protein; Tm shift relative to glycine control, % at 25 µM; 340,000 compounds, 2.5% hits;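 active = melting temperature shift of at least 10% of the positive control shift, at one fixed dose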
# * hit, by the source's call.
SMILES,APJ agonist,tim23-1 inh,UPR CHOP act,TIM10 inh,UPR XBP1 act,Mdm2 MdmX PPI,tim10-1 inh,NLRP3 yeast inh,GRIN3A LBD mod
COC(=O)c1c(NC(=O)COC(=O)CNC(=O)c2ccco2)sc(C)c1C,2,42,2.7,11,0,13,31,6,-2
CCCOc1ccc(C(=O)NCC(C)(C)N2CCOCC2)cc1,-2,2,0.9,3,-1,-3,17,-14,1
COCCNc1nc2c(c(=O)n(Cc3ccc(OC)cc3)c(=O)n2C)n1C,-1,17,-3.6,5,2,-4,9,10,2
Nc1cc(C(=O)OCC(=O)NCc2ccc(F)cc2)ccc1Cl,-3,9,-0.7,13,1,7,14,8,4
CCc1cccc(C)c1NC(=O)c1cc(C)oc1C,-4,15,2.8,1,0,11,15,-4,1
CC(C)C(C)NC(=O)CN1C(=O)NC2(CCCc3ccccc32)C1=O (centres undefined),-3,11,-2.1,7,-1,-26,11,22,0
COc1ccc(C(=O)NC2CCN(C(=S)Nc3ccccc3)CC2)cc1,-4,5,-0.9,-4,-3,12,-6,12,2
Cc1ccc(S(=O)(=O)/N=C(/Nc2nc(C)cc(C)n2)N2CCOCC2)cc1,-2,13,0.8,-10,2,-2,13,-2,3
Nc1ncnc2c1ncn2[C@@H]1O[C@H](CNCc2ccccc2OCC(=O)N2CCCCC2)[C@@H](O)[C@H]1O,-1,6,1.3,-6,4,-4,7,-1,3
CCCSc1nc(SCC(=O)NCc2ccccc2)c2c3c(sc2n1)COC(C)(CC)C3 (centres undefined),-4,-12,-0.7,2,1,23,6,15,-1
COc1cc(NC2c3ccccc3C(=O)N2Cc2ccccc2)cc(OC)c1OC (centres undefined),-1,26,-0.3,14,-4,-8,5,4,0
O=C(CSc1ccc2nnc(-c3ccc(F)cc3)n2n1)N1CCOCC1,-3,-12,-0.1,-20,-1,20,1,11,0
COc1ccc2c(c1)N(C)/C(=C1/SC(=S)N(NC(C)=O)C1=O)S2,-2,-13,11,-11,-3,3,-12,13,2
O=C(O)C1=C(Nc2ccccc2)OCC1=O,-2,2,2.2,7,-3,18,-13,21,0
O=C(OCc1nnc(-c2ccccc2)o1)c1ccc2ccccc2n1,-2,17,2.0,3,-3,9,10,25,5
CC1CCCN(C(=O)CNC(=O)c2ccco2)C1 (centres undefined),-3,-17,-0.1,-2,-2,-6,4,19,1
Cn1cccc1C(=O)NCc1ccccn1,-2,-5,-0.8,9,0,4,-11,3,0
O=C(CN1C(=O)CC(c2ccco2)Sc2ccccc21)Nc1ccc2c(c1)OCCO2 (centres undefined),-3,16,-0.4,-12,4,22,19,24,1
C=CCOC(=O)C1=C[C@@H](c2ccc(Br)cc2)C[C@@H](OCCCCO)O1,-3,33,3.8,3,-2,10,21,7,-4
CCOc1ccc(-n2nc(C(=O)NCCOC)c3ccccc3c2=O)cc1,1,30,-2.7,12,-3,-3,15,23,-8

# The closing 4 compounds of the section before are carried over, then new ones follow:
SMILES,APJ agonist,tim23-1 inh,UPR CHOP act,TIM10 inh,UPR XBP1 act,Mdm2 MdmX PPI,tim10-1 inh,NLRP3 yeast inh,GRIN3A LBD mod
Cn1cccc1C(=O)NCc1ccccn1,-2,-5,-0.8,9,0,4,-11,3,0
O=C(CN1C(=O)CC(c2ccco2)Sc2ccccc21)Nc1ccc2c(c1)OCCO2 (centres undefined),-3,16,-0.4,-12,4,22,19,24,1
C=CCOC(=O)C1=C[C@@H](c2ccc(Br)cc2)C[C@@H](OCCCCO)O1,-3,33,3.8,3,-2,10,21,7,-4
CCOc1ccc(-n2nc(C(=O)NCCOC)c3ccccc3c2=O)cc1,1,30,-2.7,12,-3,-3,15,23,-8
CCOc1ccc(S(=O)(=O)Nc2nc3ccccc3nc2-n2ccc(=NC(=O)c3ccccc3C)cc2)cc1,5,18,3.3,9,0,17,-11,36,2
CC(=O)NC1(c2cccc(F)c2)CCN(C(=O)Nc2ccc(C#N)cc2)CC1,-1,10,-0.1,11,0,-5,16,8,-1
COc1ccccc1-n1nnnc1SCC(=O)N(C)C1CCS(=O)(=O)C1 (centres undefined),-2,-1,3.5,-5,0,-14,18,10,0
CC1CCCC(NC(=O)COC(=O)CCC2CCCC2)C1C (centres undefined),-3,13,0.3,22,2,3,19,-17,1
CN(C)CCCn1c(=O)n(Cc2ccccc2)c(=O)c2c3c(sc21)CCCCC3,-1,14,1.1,25,0,62*,28,25,-3
Cc1noc(C)c1C(=O)Nc1c(F)cc(F)cc1Br,-3,-2,0.3,4,-1,19,9,0,-1
Cc1cccc(-c2nc3ccccc3c(=O)n2NC(=S)N(C)C)c1,4,22,3.0,4,1,3,-7,30,-10
COc1ccccc1NC(=O)COc1ccc(C(F)(F)F)cc1[N+](=O)[O-],2,-17,2.1,-6,0,16,11,5,1
CN(C)CCCNC(=O)C(=O)NCC1CCCO1 (centres undefined),0,11,-0.6,-4,-2,16,0,-5,1
CCNc1c2c(nc3ccccc13)CC(C)(C)CC2=O,-3,-5,-0.6,2,3,12,1,-1,0
COc1ccccc1C(=O)Nc1ccnn1C1CCN(CCCc2ccccc2)CC1,-3,12,-1.1,12,0,10,13,11,-2
Cc1c(C(=O)Nc2ccccn2)oc2c(Cl)cccc12,-9,31,5.0,22,5,-4,37,0,0
NS(=O)(=O)c1ccc(NC(=O)/C=C/c2ccc3c(c2)OCO3)cc1,2,1,2.3,10,1,-14,2,0,12*
CCOc1ccc(C(=O)NCCc2ccccc2)cc1,-1,2,-5.2,-6,-7,10,-28,29,-24
CCc1ccc(N=C2NC(=O)/C(=C/c3cc(Br)c(OCC(=O)O)c(OC)c3)S2)cc1,-4,3,0.7,15,-4,24,3,21,-7
Cc1cccc(OCC(=O)Nc2ccccc2C(=O)N2CCOCC2)c1,-4,7,0.2,2,-2,9,-1,0,-1
COC(=O)c1ccc(NC(=O)C2C3C=CC(O3)C2C(=O)O)cc1 (centres undefined),-3,-13,-1.2,-11,-1,6,-2,12,0
COc1cc(C)ccc1OCC(=O)OCC(=O)c1cc(C)n(CC2CCCO2)c1C (centres undefined),-2,6,-2.9,5,-1,1,9,11,0
COc1cccc(C(=O)NCc2ccco2)c1OC,-1,0,-0.3,-6,-3,4,-18,20,-6
O=C(Nc1ccc(S(=O)(=O)N2CCOCC2)cc1)C1CCCCC1,3,12,0.7,9,-4,13,17,-22,-1
COc1cc(C2C(C(C)=O)=C(O)C(=O)N2CCN(C)C)ccc1O (centres undefined),-2,0,2.5,3,-3,8,15,21,1
NNC(=O)c1cccc(S(=O)(=O)Nc2cc(Cl)ccc2Cl)c1,1,25,-2.4,7,-1,15,5,9,0
CCC(C)(C)NC(=O)C(c1cccn1C)N(Cc1ccc(C)cc1)C(=O)Cn1nnc2ccccc21 (centres undefined),1,-21,-4.3,-40,-4,32,-37,-7,0
Cc1ccc(C(=O)Nc2cc(S(=O)(=O)N3CCOCC3)ccc2N2CCCC2)cc1,0,-1,0.7,5,35*,33,6,6,0
CCOC(=O)N1CCN(C(=O)CN(c2ccc(C)c(C)c2)S(=O)(=O)c2ccccc2)CC1,-2,5,-1.2,30,-1,25,21,-1,0
Cc1cccc(C)c1NC(=O)COC(=O)[C@@H]1CCCN1C(=O)c1cccs1,-3,10,2.6,1,-1,4,6,10,5
Cc1cc2oc(C(=O)NC3CCS(=O)(=O)C3)cc(=O)c2cc1C (centres undefined),3,-19,-0.1,-7,-5,21,4,13,3
Cc1ccc(NC(=O)CSc2nnc(-c3cccnc3)s2)cc1,-1,-6,5.2,-7,-1,-12,-2,6,1
O=C1CC(C2CCCO2)C(=O)N1c1cccc(Cl)c1 (centres undefined),0,-76,-0.5,-6,0,0,0,15,1
Cc1cc(C)c(NC(=O)CSc2nnc(CNC(=O)c3ccccc3F)o2)c(C)c1,-4,11,3.0,-11,-6,29,23,12,-3
CCOc1ccc2[nH]c(=O)c(CN(Cc3cccs3)Cc3nnnn3C(C)(C)C)cc2c1,1,9,0.3,13,-1,42,13,-13,-1
CCN1CCN(/C=N/c2nc3c(s2)CCCC3)CC1,-5,-52,-9.6,-22,-9,57*,-14,6,-1
Cc1ccc(S(=O)(=O)N(C)C)cc1NC(=O)C(C)N(C)CCOc1ccc(Cl)cc1 (centres undefined),-2,34,0.5,17,-1,15,-3,-2,-1
N=c1ncn(CC(O)CN2CCOCC2)c2nc(N3CCOCC3)[nH]c12 (centres undefined),-3,7,-0.1,0,-1,5,-7,6,-2
O=C(Cn1nc(-c2ccccc2)ccc1=O)Nc1ccc(-n2cnnn2)cc1,-6,-35,1.1,-22,0,31,-8,17,-1
Cc1c(C#N)c2ccccc2n1CC(=O)NCCc1c[nH]c2ccccc12,-3,6,-0.5,-23,4,22,7,13,-4
CC(OC(=O)c1ccccc1)C(=O)NCCC1=CCCCC1 (centres undefined),-5,22,1.4,-11,3,11,19,16,0
Cc1ccc(S(=O)(=O)N2CCOCC2)cc1NC(=O)COC(=O)Cc1ccsc1,-4,11,-1.3,-6,-1,-52,4,12,-26
CC(C)C1CC(C(=O)Nc2ccccc2)C(=O)O1 (centres undefined),-1,20,-1.3,10,2,-9,4,5,-2
COC(=O)c1c(/N=C/NOCc2ccc(Cl)cc2)sc2c1CCN(c1ncc(C(F)(F)F)cc1Cl)C2,-2,-1,-1.5,-21,-1,5,-12,3,-1
CN(CC(=O)Nc1ccccc1C(F)(F)F)C(=O)c1cc([N+](=O)[O-])ccc1N1CCOCC1,4,1,-2.0,15,-1,-6,6,21,4
O=C(NN=C1CCC(c2ccccc2)CC1)c1cc2c(s1)CCCC2 (centres undefined),-1,16,-1.8,2,-2,3,2,6,0
CCCCN(C)C(=O)CCCc1c[nH]c2ccccc12,-5,12,4.0,0,3,-35,26,0,0
COCCNC(=O)CN(CCc1ccccc1)S(=O)(=O)c1ccc(OC)cc1,-2,20,-0.4,13,0,-9,18,13,1
COc1ccccc1CNC(=O)COc1ccc(S(=O)(=O)N2CCOCC2)cc1,-1,11,-0.1,8,-1,17,23,18,-4
Cn1c(SCC(=O)NC(C)(C)C)nc(O)cc1=O,-5,9,-2.2,15,1,20,17,3,2

# Source: PubChem BioAssay (Sanford-Burnham Center for Chemical Genomics)
